# Screening data as filed in PubChem.
# D1 potentiator – enhances dopamine response at the human D1 receptor; P21728; HEK293 TREx D1 cells, calcium flux, dopamine EC20 potentiation; potentiation, % at 10 µM; 360,000 compounds, 0.036% hits; AID 504651; in the data active means potentiation above about 30%; further: 0% is about no effect
# RXFP1 antag – RXFP1 (human) relaxin receptor antagonism. Q9HBX9. 350,000 compounds, 0.59% hits. activity change, negative = inhibition, % at 57.5 µM. HEK293-RXFP1, relaxin-stimulated cAMP HTRF, 30 min; active compounds read low;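 active means activity change of -60% or lower, but not beyond a set lower limit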; further: on the % scale 0 is the no-effect control and ±100 the full control effect
# D1 agonist – activates the human D1 dopamine receptor; P21728; HEK293 T-REx D1 cells, calcium flux, agonist mode; activation, % at 2 µM; 360,000 compounds, 1% hits; further: 0% is about no effect
#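 Inducible HEK293 T-REx D1 cells, force-coupled to calcium signalling, were plated at 4000 cells/well with tetracycline and held overnight at 30 C. After no-wash calcium dye loading, compound-evoked calcium rise over 180 s flagged agonists.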
# D2 antagonist – D2 dopamine receptor (human) antagonism; inhibition, % at 10 µM; HEK293 TREx D2 cells, calcium flux, dopamine EC80; 340,000 compounds, 2% hits; in the data active means inhibition above about 30%; further: 0% is about no effect
# Target sequence (P14416 whole entry, looked up): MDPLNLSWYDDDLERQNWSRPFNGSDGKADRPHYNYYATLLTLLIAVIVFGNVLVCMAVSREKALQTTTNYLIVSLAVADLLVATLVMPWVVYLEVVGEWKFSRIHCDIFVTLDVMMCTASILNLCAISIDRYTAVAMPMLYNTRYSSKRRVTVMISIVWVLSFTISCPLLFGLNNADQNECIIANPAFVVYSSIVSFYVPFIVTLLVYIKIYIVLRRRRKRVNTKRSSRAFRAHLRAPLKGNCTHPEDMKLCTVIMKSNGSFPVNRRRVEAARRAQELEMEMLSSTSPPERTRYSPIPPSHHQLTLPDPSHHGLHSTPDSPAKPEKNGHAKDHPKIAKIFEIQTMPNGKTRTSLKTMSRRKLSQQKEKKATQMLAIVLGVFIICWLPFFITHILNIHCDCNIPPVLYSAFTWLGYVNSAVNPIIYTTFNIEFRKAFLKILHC
#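 Read-out: kinetic calcium fluorescence (1 cycle/s) in inducible HEK293 T-REx D2 cells after an EC80 dopamine addition that followed 180 s compound preincubation. Loss of the dopamine response indicates antagonism.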
# D2 agonist – activates the human D2 dopamine receptor | P14416 | HEK293 T-REx D2 cells, calcium flux agonist mode | activation, % at 2 µM | 340,000 compounds, 0.53% hits | AID 485358;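 active means activation over 3 SD above normal in the single-dose calcium agonist read, cut at about 30% in these data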; further: 0% is about no effect
#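 In this primary screen, compounds producing a positive calcium signal within 180 s of addition to tetracycline-induced, force-coupled HEK293 Trex D2 cells are flagged; cells are dye-loaded with a no-wash calcium kit beforehand.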
# D1 antag – human D1 dopamine receptor antagonism. P21728. HEK293 TREx D1 cells, calcium flux, dopamine EC80; active compounds read low. activity change, negative = inhibition, % at 10 µM. 360,000 compounds, 3.2% hits; in the data active means activity change below about -30%; further: on the % scale 0 is the no-effect control and ±100 the full control effect
#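 HEK293 T-REx cells expressing inducible, force-coupled D1 receptor; no-wash Ca dye, 30–90 min RT. Cmpd → 180 s read at 1 Hz → EC80 DA → 180 s read.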
# D2 PAM – positively modulates the human D2 dopamine receptor allosterically; 340,000 compounds, 0.34% hits; potentiation, % at 10 µM; HEK293 T-REx D2, calcium flux, EC20 dopamine potentiation;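 active means potentiation over 3 SD above the plate norm, cut at about 30% in these data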; further: 0% is about no effect
#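 Tetracycline-induced Hek293 Trex D2 cells, force-coupled to calcium, loaded with no-wash calcium dye. Compound added with 180 s kinetic read for agonism, then EC20 dopamine and a further 180 s read for potentiation.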
# TRHR ag – agonists of human TRH receptor; P34981; TRHR cells, calcium flux fluo-8, FDSS agonist mode; activation, % at 2 µM; 360,000 compounds, 0.18% hits; AID 493084; further: 0% is about no effect
# Target sequence (P34981 whole entry, looked up): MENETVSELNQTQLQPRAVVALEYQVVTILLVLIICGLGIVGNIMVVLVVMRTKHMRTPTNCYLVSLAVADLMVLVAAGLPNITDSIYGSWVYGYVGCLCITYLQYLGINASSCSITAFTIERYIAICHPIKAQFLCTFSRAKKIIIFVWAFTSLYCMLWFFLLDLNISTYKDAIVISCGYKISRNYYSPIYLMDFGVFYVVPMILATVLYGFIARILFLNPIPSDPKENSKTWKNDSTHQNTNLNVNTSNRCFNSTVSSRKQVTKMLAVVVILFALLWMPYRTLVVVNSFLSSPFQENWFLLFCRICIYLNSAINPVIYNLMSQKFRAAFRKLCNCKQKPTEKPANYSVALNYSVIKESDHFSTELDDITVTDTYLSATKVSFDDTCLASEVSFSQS
#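 Read-out: compound-evoked intracellular calcium rise in TRHR cells, fluo-8 dye, kinetic FDSS fluorescence at 1 s/cycle following a 10-cycle baseline. Cells cultured overnight before dye loading (30 min–1.5 h, RT).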
# TRHR PAM – TRH receptor (human) allosteric enhancement | P34981 | TRHR cells, fluo-8 calcium fluorescence, EC20 TRH enhancement | enhancement, % at 2 µM | 360,000 compounds, 0.66% hits; in the data active means enhancement above about 30%; further: 0% is about no effect
#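 Enhancer read-out: after compound pinning and an initial kinetic agonist-mode read, an EC20 of TRH (10 nM final) was injected and fluo-8 calcium signal (Ex 480/Em 530) followed at 1 s/cycle for 100 cycles in TRHR-expressing cells.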
# * marks the source's active call; other numbers are inactive results; · = not tested or not shown; & = joins results of further samples. Unless noted, no stated cut-off is given here; in the data, active means activation above about 30%; inactive means the rest.
no.	Compound	D1 potentiator	RXFP1 antag	D1 agonist	D2 antagonist	D2 agonist	D1 antag	D2 PAM	TRHR ag	TRHR PAM
1	CN(C)CC1CCCCC1C1(O)c2ccccc2CSc2sccc21 (stereo unspecified)	-16	-5	78*	15	0.0	-2	17	-0.5	15
2	Cc1noc(C)c1S(=O)(=O)N1CCCC(C(=O)c2cccc(OC(C)C)c2)C1 (stereo unspecified)	-9	-6	4	-3	0.7	6	9	0.1	-6
3	CCN(CC)C(=O)c1sc2nc(-c3ccncc3)[nH]c(=O)c2c1C	1	·	4	6	0.2	8	7	0.1	-2
4	CCc1ccc(CC2S/C(=C(\C#N)C(C)=O)NC2=O)cc1 (stereo unspecified)	6	-8	-1	0	0.5	-10	16	-0.8	9
5	N#Cc1ccc(-c2ccco2)nc1SCC(=O)c1ccc(Cl)cc1	1	-11	20	-17	11	8	-7	13	-12
6	Oc1c(C(c2ccccc2)N2CCOCC2)sc2nc(-c3ccco3)nn12 (stereo unspecified)	-1	-6	-1	·	-1.1	·	-2	0.2	5
7	Cc1ccc(C(=O)N2CCC(n3nccc3NC(=O)c3ccccc3C)CC2)cn1	10	-11	5	10	0.3	-7	3	0.7	-5
8	Cc1cc(OCCN2CCOCC2)ccc1C(C)C	-2	3	3	15	-0.1	-1	0	0.2	-5
9	CCCOc1ccc2oc(=O)c3c(c2c1)CCCN3C(=O)CN1CCN(c2ncccn2)CC1	1	-3	0	-9	-0.4	7	4	0.3	13
10	O=C(NCc1ccc(F)cc1)c1cnc(Cl)c(Cl)c1	·	-2	5	1	-2.0	-5	0	-1.8	0
11	CN1C(=O)[C@H]2[C@@H](c3ccc(F)cc3)N3C(=O)c4ccccc4NC(=O)[C@@]3(C)[C@H]2C1=O	11	·	0	-21	3.1	14	4	1.1	6
12	CCCCNc1nc2ccccc2n1CC(=O)N1CCc2ccccc2C1	-2	14	5	53*	-0.1	-3	-24	-0.4	-1
13	CN(Cc1ccccn1)Cc1nc(Cc2ccccc2Cl)no1	5	1	2	-4	-0.3	-3	-2	-0.4	11
14	Cc1ccc2c(c1)N(C(=O)N1CCC(C(=O)NCc3cccs3)CC1)CC(C)O2 (stereo unspecified)	-2	-15	-1	·	0.4	6	-1	-0.1	-6
15	CC(=O)Nc1ccc(Oc2ccccc2)cc1	3	-7	2	-28	0.7	0	6	0.1	9
16	O=[N+]([O-])c1c(Nc2ccccc2O)cc(Cl)c2nonc12	-4	-75*	2	-24	1.4	-26	13	-0.5	3
17	COc1ccc(N2CC(C(=O)Nc3nc4ccccc4s3)CC2=O)cc1 (stereo unspecified)	7	-2	2	8	0.9	-10	-7	0.2	-4
18	CC(C)c1[nH]nc2c1C(c1ccco1)C(C#N)=C(N)O2 (stereo unspecified)	3	-6	5	-1	-0.8	-1	5	0.2	0
19	Cc1ccc(C)c(C(=O)COC(=O)c2cccc(N3C(=O)c4c(C)nc5ccccc5c4C3=O)c2)c1	-4	-11	2	-3	0.2	0	-1	0.8	8
20	CCCN(CCC)S(=O)(=O)c1ccc(C(=O)NCc2ccco2)cc1	-7	4	5	8	-0.1	-8	8	-0.1	7
21	CC(C)OCCCn1c(SCC(=O)Nc2ccccc2C(F)(F)F)nc2nccnc2c1=O	-3	45	0	·	·	-10	-5	0.0	0
22	Clc1cccc2c3c([nH]c12)CCNC3	-10	-14	2	-10	0.8	-16	-22	0.8	-2
23	Cc1c(N=Cc2c(O)n(Cc3ccco3)c(=O)c3ccccc23)c(=O)n(-c2ccccc2)n1C	-4&-3	-16	9&3	-3&7	0.4&0.4	4&9	10&11	3.9&1.7	-10&-10
24	C[C@@H](NC(=O)c1nc[nH]c1C(=O)NCc1ccc(CNC(=O)OC(C)(C)C)cc1)c1ccccc1	0	·	2	-3	0.1	1	-1	0.8	17
25	CCOC(=O)C1Sc2[nH]c(=O)sc2C(c2ccc(Cl)cc2)C1C(=O)OCC (stereo unspecified)	-6	-8	12	7	-1.9	-11	-1	1.9	0
26	O=C(CN1CCN(c2ccccn2)CC1)N1c2ccccc2Sc2ccc(C(F)(F)F)cc21	-3	-38	7	-9	0.3	21	18	-0.9	11
27	COc1ccc(Cl)cc1NC(=O)CN1CCCCCC1	4	-7	2	24	-0.1	8	-35	1.9	-10
28	O=C(CC(=O)c1ccccc1)Nc1ccc2c(c1)OCCO2	0	-7	5	-2	0.7	-17	9	-0.3	3
29	COc1ccc(CC(=O)Nc2cc(C)on2)cc1OC	1	·	-2	-2	-0.4	35	1	0.7	2
30	O=C(NCC(c1cccnc1)N1CCOCC1)C(=O)Nc1ccc(F)cc1 (stereo unspecified)	-2	-6	7	·	1.6	-14	-5	-0.3	6

# Reprinted from the part before: 2 entries, followed by the next part.
no.	Compound	D1 potentiator	RXFP1 antag	D1 agonist	D2 antagonist	D2 agonist	D1 antag	D2 PAM	TRHR ag	TRHR PAM
29	COc1ccc(CC(=O)Nc2cc(C)on2)cc1OC	1	·	-2	-2	-0.4	35	1	0.7	2
30	O=C(NCC(c1cccnc1)N1CCOCC1)C(=O)Nc1ccc(F)cc1 (stereo unspecified)	-2	-6	7	·	1.6	-14	-5	-0.3	6
31	N#Cc1ccsc1NC(=O)COC(=O)CCCSc1nc2ccccc2s1	-3	3	1	-4	0.9	-9	11	-0.1	-2
32	Cc1cc(C)n2nc(CNS(=O)(=O)c3ccc([N+](=O)[O-])cc3)nc2n1	0	-34	0	7	0.5	14	-7	0.1	-15
33	Cc1cc(C)nc(SCc2nnc(SCC(=O)N3CCCc4ccccc43)o2)n1	5	-12	2	8	0.0	-13	-19	-1.2	-4
34	N#Cc1cccc(NC(=O)CSc2n[nH]c(=O)[nH]c2=O)c1	5	8	0	7	0.3	6	1	-0.8	-1
35	COc1ccc2c(c1)CCc1sc(NC(=O)c3ccc(Br)cc3)nc1-2	3	-36	3	·	1.3	-3	-4	1.1	-7
36	Cc1nc2ccc(OC(=O)c3ccccc3)cc2s1	0	-7	3	10	0.3	-8	9	-0.8	-10
37	O=C(Nc1ccc(F)cc1)C1(S(=O)(=O)c2ccc(Cl)cc2)CC1	-5	11	-2	37*	-1.4	5	-5	-1.2	-1
38	Cc1cccn2cc(CCNS(=O)(=O)c3ccc([N+](=O)[O-])cc3)nc12	-5	2	-3	8	0.9	8	0	0.0	13
39	O=c1oc2c(CN3CCCCC3)c(O)ccc2c2c1CCCC2	2	-11	2	8	-0.6	2	-23	0.0	2
40	COc1ccc(CCNC(=O)Cc2c(C)c3c(cc(C)c4c(C)c(C)oc43)oc2=O)cc1	0	11	0	·	0.8	-7	-7	0.1	-3
41	Cc1cc(=O)oc2cc(NC(=O)c3ccccc3OC(F)F)ccc12	3	4	1	-8	-0.3	-27	7	-0.1	2
42	CC(C)Cc1nn2c(=O)cc(O)nc2s1	-2	-10	3	-16	-1.5	3	0	0.0	1
43	O=C(CCCc1cccs1)N1CCN(S(=O)(=O)c2ccccc2Br)CC1	-12	16	1	-8	-0.9	-31*	-5	0.0	-7
44	Nc1c(C(=O)NCCN2CCOCC2)c2nc3ccccc3nc2n1CCc1ccccc1F	2	-24	8	-17	2.0	17	0	2.3	-2
45	C#CCOCCOCCOCCNc1nc(N2CCN(C(=O)[C@H]([C@@H](C)CC)n3cc([C@@H](N)CO)nn3)CC2)nc(N2CCN(C(=O)[C@H](Cc3cc4ccccc4[nH]3)n3cc([C@@H](N)C(C)CC)nn3)CC2)n1 (stereo partly specified)	9	·	5	-7	-1.1	19	3	-0.4	0
46	CCOC(=O)c1cnc(SCc2cccc3ccccc23)nc1N	0	0	8	-4	0.6	-15	5	1.4	-21

# Entries from the list above that contain a Cl atom, in the order listed:
no.	Compound	D1 potentiator	RXFP1 antag	D1 agonist	D2 antagonist	D2 agonist	D1 antag	D2 PAM	TRHR ag	TRHR PAM
5	N#Cc1ccc(-c2ccco2)nc1SCC(=O)c1ccc(Cl)cc1	1	-11	20	-17	11	8	-7	13	-12
10	O=C(NCc1ccc(F)cc1)c1cnc(Cl)c(Cl)c1	·	-2	5	1	-2.0	-5	0	-1.8	0
13	CN(Cc1ccccn1)Cc1nc(Cc2ccccc2Cl)no1	5	1	2	-4	-0.3	-3	-2	-0.4	11
16	O=[N+]([O-])c1c(Nc2ccccc2O)cc(Cl)c2nonc12	-4	-75*	2	-24	1.4	-26	13	-0.5	3
22	Clc1cccc2c3c([nH]c12)CCNC3	-10	-14	2	-10	0.8	-16	-22	0.8	-2
25	CCOC(=O)C1Sc2[nH]c(=O)sc2C(c2ccc(Cl)cc2)C1C(=O)OCC (stereo unspecified)	-6	-8	12	7	-1.9	-11	-1	1.9	0
27	COc1ccc(Cl)cc1NC(=O)CN1CCCCCC1	4	-7	2	24	-0.1	8	-35	1.9	-10
37	O=C(Nc1ccc(F)cc1)C1(S(=O)(=O)c2ccc(Cl)cc2)CC1	-5	11	-2	37*	-1.4	5	-5	-1.2	-1
